Screens deposited in PubChem BioAssay by several laboratories.
aSyn 5UTR inh: MLPCN primary screen, SNCA 5' untranslated region; hit rate 0.82% among 300,000; alpha-synuclein 5'UTR reporter, inhibitor activity; inhibition, % (tested at 7.5 µM); AID 1813; in the data active = inhibition above about 60%;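 note: H4 neuroglioblastoma cells stably carrying SNCA 5'UTR luciferase fusion; 0% = DMSO wells and 100% = positive control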
IEC-6 cytotox: counter-screen for KLF5 inhibitors: cytotoxicity in IEC-6 cells. IEC-6 cytotoxicity, luminescence viability. inhibition, % at 5 µM. hit rate 0.78% among 290,000. AID 1825; in the data active = inhibition above about 22%;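 note: 0% = plate median of test compound wells and 100% = cytotoxic reference compound wells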
HSF-1 act: increases HSF-1 driven luciferase reporter signal; NIH3T3-HGL HSF-1 luciferase reporter, MG132, 8 h; 100% = twice DMSO control signal; activation, % at 9 µM; hit rate 1.7% among 300,000;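 active = mean replicate activation of at least 50% with a set share of replicates each reaching 50%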;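 note: 0% = median of the neutral control wells and 100% = twice that signal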
HSP90 inh: HSP90 refolding inhibition in rabbit reticulocyte lysate; AID 1789; inhibition, % at 5.6 µM; luciferase refolding luminescence, 3 h; hit rate 0.91% among 290,000;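 active = inhibition above the screen-wide mean plus 3 SD, computed separately per campaign, cut at about 16% in these data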;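 note: 0% = DMSO wells and 100% = 60 µM geldanamycin wells; inhibitors lower the luminescence because luciferase stays unfolded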
HSF1 inh: HSF1 inhibition; activity change, negative = inhibition, % at 7.5 µM (by protocol); hit rate 0.77% among 300,000; NIH3T3-HGL HSE-luciferase, MG132-induced, luminescence 8 h; stronger effect = lower value;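 active = more than half of replicate wells show activity change below -50%, luminescence cut by over half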;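 note: luciferase reports HSF-1 transcriptional activity via heat shock element; 0% = median of DMSO wells and -100% = zero luminescence signal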
GSK3beta inhib: human GSK3beta kinase inhibition; P49841; GST-GSK3beta kinase, ADP-Glo luminescence, 60 min; stronger effect = lower value; activity score (negative = inhibition), % at 10 µM; hit rate 0.038% among 300,000; AID 2097;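 active = more than half of replicate wells score below -50%, meaning over 50% inhibition versus plate controls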;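 note: 0% = median DMSO wells and -100% = median GW8510 positive control wells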
Target sequence (P49841 whole entry, looked up): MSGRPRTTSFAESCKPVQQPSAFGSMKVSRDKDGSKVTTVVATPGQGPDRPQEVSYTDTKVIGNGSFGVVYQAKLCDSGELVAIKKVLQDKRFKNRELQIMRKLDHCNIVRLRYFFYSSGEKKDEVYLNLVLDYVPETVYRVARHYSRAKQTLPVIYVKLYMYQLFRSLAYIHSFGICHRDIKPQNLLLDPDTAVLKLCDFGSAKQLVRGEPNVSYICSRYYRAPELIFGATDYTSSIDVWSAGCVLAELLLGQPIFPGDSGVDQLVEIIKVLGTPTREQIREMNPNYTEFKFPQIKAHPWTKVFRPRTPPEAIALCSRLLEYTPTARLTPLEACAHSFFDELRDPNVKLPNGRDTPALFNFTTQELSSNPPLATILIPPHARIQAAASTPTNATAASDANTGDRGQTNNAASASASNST
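Assay system: GST-tagged human GSK3beta kinase, cell-free; Input: 1.6 ng GSK3beta; Medium: Tris/MgCl2 kinase buffer; Timing: 60 min enzyme reaction, room temperature; Signal: ADP-Glo luminescence quantifying ADP generated by kinase; Evaluation: score relative to plate controls; Benchmarks: DMSO neutral wells and GW8510 at 20 µM as positive.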
GSK3 alpha inh: blocks human GSK-3 alpha kinase; ADP-Glo luminescence, 60 min; inhibition, % at 10 µM; hit rate 0.1% among 320,000; AID 2650;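 in the data active = inhibition above about 50%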;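 note: GST-tagged GSK-3 alpha with peptide substrate and 25 µM ATP; 0% = DMSO neutral wells and 100% = GW8510 positive control wells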
Target sequence (P49840 whole entry, looked up): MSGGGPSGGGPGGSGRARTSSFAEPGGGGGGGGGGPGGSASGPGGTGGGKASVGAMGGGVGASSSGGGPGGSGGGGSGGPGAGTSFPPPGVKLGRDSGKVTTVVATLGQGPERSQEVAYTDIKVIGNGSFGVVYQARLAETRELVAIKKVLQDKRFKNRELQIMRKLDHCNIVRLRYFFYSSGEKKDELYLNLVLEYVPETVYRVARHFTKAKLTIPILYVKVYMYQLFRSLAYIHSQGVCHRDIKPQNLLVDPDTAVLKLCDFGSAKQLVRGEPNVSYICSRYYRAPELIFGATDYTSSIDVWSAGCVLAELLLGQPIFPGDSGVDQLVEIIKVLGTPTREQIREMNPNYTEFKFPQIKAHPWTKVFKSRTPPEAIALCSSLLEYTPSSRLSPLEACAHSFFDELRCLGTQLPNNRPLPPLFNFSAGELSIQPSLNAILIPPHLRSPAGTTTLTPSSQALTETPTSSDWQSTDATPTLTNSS
Dyrk1A ADPGlo: inhibitors of rat Dyrk1A kinase; ADP-Glo luminescence, NFATc1 peptide; inhibition, % at 12.5 µM; hit rate 0.43% among 310,000; AID 504441; in the data active = inhibition above about 50%;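 note: plate controls were vehicle with enzyme for no effect and no enzyme for full effect; many of its hits are not listed in these tables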
KLF5 inh: inhibitors of KLF5 expression. DLD-1 KLF5 promoter-luciferase reporter, luminescence. inhibition, % at 5 µM. hit rate 0.23% among 290,000;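 active = inhibition above a per-plate limit of that plate's mean compound inhibition plus 3 SD, cut at about 60% in these data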;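 note: 0% = DMSO wells and 100% = LY294002 at 200 µM; higher means less KLF5 promoter-driven luciferase light; inactives centre near -14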
Platelet DG rel: modulates dense granule release in human platelets; human platelet-rich plasma, SFLLRN dense granule ATP release, luminescence; inhibition, %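 (compounds screened at 7.5 µM in platelet-rich plasma)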; AID 1663; hit rate 0.22% among 300,000;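 active = mean replicate score, as percent of positive control, at or above 50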
* hit, by the source's call; nt = not tested or not shown.

SMILES	aSyn 5UTR inh	IEC-6 cytotox	HSF-1 act	HSP90 inh	HSF1 inh	GSK3beta inhib	GSK3 alpha inh	Dyrk1A ADPGlo	KLF5 inh	Platelet DG rel
COc1ccc2cc3c(N)nn(C(=O)c4ccc(F)cc4)c3nc2c1	-5.6	-5.0	-33.8	-3.5	-23.4	1.1	2.1	6.8	-30.1	13.5
CCc1nc(Nc2ccc(OC)cc2OC)c2oc3ccccc3c2n1	31.0	-2.3	-13.4	0.9	-9.0	1.3	-2.6	1.8	-38.3	1.8
CCCCNC(=O)C1CCN(Cc2ccccn2)CC1	7.4	-5.1	-17.2	-0.5	-7.8	2.5	-3.1	-2.3	-12.8	-3.3
CNC(=S)SCCOc1ccc(C)cc1	-43.8	-7.2	15.3	0.7	9.9	-0.4	-2.6	5.5	-24.4	-0.7
Cc1ccc(C2C3C(=O)N(c4ccc(C)cc4)C(=O)C3N3CCCN23)cc1 (stereo unspecified)	-21.0	-4.3	-2.7	-1.5	-3.6	-1.7	-6.1	-6.6	-25.3	1.2
CCc1cc(C(=O)N(CC(C)C)c2c(N)n(Cc3ccccc3)c(=O)[nH]c2=O)sc1C	0.2	nt	-8.8	nt	-5.7	0.5	-2.0	6.8	nt	1.4
COCCN(Cc1cc2cc(C)c(C)cc2nc1Cl)C(=O)Nc1ccccc1	14.6	-9.5	-5.6	-0.5	-1.8	0.9	0.2	6.6	-1.4	8.2
Oc1ccc2nc(Cc3ccccc3)[nH]c2c1	-46.0	8.8	-5.3	-1.4	9.0	1.3	-0.2	10.9	-11.7	-6.0
COc1ccccc1-c1nc2s/c(=C\c3cccs3)c(=O)n2n1	5.4	0.1	-12.6	4.5	-12.0	-1.8	-3.1	nt	-5.6	nt
Cc1cccc(C2N=C(N)Nc3nc4ccccc4n32)c1 (stereo unspecified)	-5.5	0.3	41.6	-1.5	7.5	0.3	1.4	11.0	-18.9	1.0
CCOc1ccc(N2CC(C(=O)Nc3ccccc3N3CCOCC3)CC2=O)cc1 (stereo unspecified)	5.7	-1.9	1.8	0.5	5.0	2.2	-1.6	-15.1	-2.7	-4.3
COc1ccc(-c2csc3nc(-c4cccnc4)nc(N4CCC(C(N)=O)CC4)c23)cc1OC	-10.2	6.0	-3.2	5.2	8.9	0.2	-0.3	-2.9	-24.0	-17.3
COc1cccc(C(=O)Nc2ccc(C(=O)NCC(C)C)cc2)c1	-7.6	-3.4	-6.1	4.5	-5.2	-29.8	-0.4	nt	-42.2	-0.4
CCOC(=O)C1(CC/C(C)=N\NC(N)=O)CC(C)OC1=O (stereo unspecified)	22.4	4.2	-9.8	3.1	5.7	10.4	-2.6	-2.2	-14.7	-0.9
COc1ccccc1C(=O)NCCC(=O)N1CCCC(C)C1 (stereo unspecified)	3.1	6.2	-1.1	-2.5	-2.7	-1.8	-1.5	-4.5	-22.6	-4.7
Cc1ccc(S(=O)(=O)NCCN(CCNS(=O)(=O)c2ccc(C)cc2)S(C)(=O)=O)cc1	-14.5	0.7	-1.0	5.5	-5.2	2.4	-1.2	-4.5	-25.1	23.3
O=C(COC(=O)COc1ccccc1)NCc1ccccc1	-27.6	-4.3	-18.9	-4.5	-12.5	3.0	0.8	2.6	10.0	11.5
N#C/C(=C\c1cccs1)Sc1nc2ccccc2s1	-68.3	-0.5	9.7	1.6	6.1	-0.6	-2.3	5.0	9.6	-4.4
O=C(NCc1ccc(Cl)cc1)c1ccc(CNc2c(N3CCCC3)c(=O)c2=O)cc1	3.9	2.4	-5.2	5.6	-7.7	1.2	nt	-5.8	-17.6	-0.4
Cc1ccc(N(C(=O)c2ccco2)C(C(=O)NC2CCCC2)c2ccco2)c(C)c1 (stereo unspecified)	-20.1	-2.3	-19.2	3.2	2.8	-0.4	2.3	0.3	4.0	14.3
CCC(=O)Nc1ccc(N2CCCCC2)cc1	-39.0	1.8	2.2	2.2	-4.9	2.1	0.6	-2.1	-30.7	-2.7
C=CCn1c(-c2ccc(Cl)cc2)cnc1SC(C)C(N)=O (stereo unspecified)	-13.1	-2.8	7.9	-0.2	-4.9	-4.5	-0.2	13.3	-48.9	-1.6
COc1ccc(N2CCN(CC(=O)c3c(C)n(C)c4ccc(OC)cc34)CC2)cc1	29.0	-1.2	13.1	-1.1	-2.6	1.6	2.4	-3.9	-18.4	2.7
CN(CCc1nc2ccccc2[nH]1)Cc1nc(CC2CC2)no1	-21.0	1.5	-12.9	-1.4	-8.6	-1.7	nt	-1.9	3.9	-0.7
C=C(C)Cc1c(C)c(C#N)c2nc3ccccc3n2c1N1CCCCC1	12.3	3.9	-9.8	1.3	-7.1	-2.0	-3.9	2.3	-7.2	0.4
O=C(NCC(=O)N1CCN(c2cccc(Cl)c2)CC1)c1ccc(Br)o1	-5.1	nt	11.7	nt	-0.4	-0.7	0.0	0.9	nt	9.7
COc1cc(C(=O)Nc2cc(-c3cn4cccnc4n3)ccc2C)cc(OC)c1OC	-3.3	-1.3	9.4	-0.7	-2.3	1.0	0.3	3.3	-9.5	14.8
CS(=O)(=O)N(CC(=O)Nc1ccc(S(=O)(=O)N2CCCC2)cc1)c1ccccc1	10.9	-2.4	-6.2	0.1	-1.0	3.1	-1.9	-3.4	1.6	-0.2
CCOc1ccc(NC(=O)CC2SC(=O)N(c3ccccc3)C2=O)cc1 (stereo unspecified)	-41.0	-9.2	5.5	-0.5	5.3	-1.2	1.4	-5.4	-6.6	-0.5
CCOC(=O)Cn1cc(C(=O)C(C)(C)C)c2ccccc21	-0.7	1.3	-5.0	1.6	10.8	0.8	0.9	-2.9	-10.6	6.9
COC(=O)c1cn(NC(=O)Cc2ccc(Cl)c(Cl)c2)c(=O)c2ccccc12	17.4	-1.9	26.0	-3.1	7.4	-0.2	1.7	-1.2	-29.5	5.1
O=C(CCc1c[nH]c2ccccc12)N/N=C/c1ccc2c(c1)OCO2	2.1	1.3	34.4	-1.2	3.3	1.1	3.8	2.9	6.3	8.6
CCOC(=O)CN(C(=O)CSc1nnc(CNc2ccc(F)cc2)o1)c1ccccc1	-16.4	11.2	-2.7	5.1	-3.1	0.0	4.6	5.8	-13.8	-0.6
Cc1ccccc1NS(=O)(=O)c1cccc2nonc12	23.8	-3.9	0.5	2.3	-0.7	1.5	-1.2	-7.6	-8.2	6.8
C=CCc1cccc(C2Nc3ccccc3C(=O)N2O)c1O (stereo unspecified)	-19.4	10.1	9.2	6.5	1.1	-0.5	-1.7	-1.1	-48.0	-0.1
Cc1cccc(NC(=O)c2nc[nH]c2C(=O)N[C@@H](CC(C)C)C(=O)OC(C)(C)C)c1	5.4	nt	11.5	nt	4.5	-0.2	-2.5	-0.7	nt	-2.7
O=S1(=O)C=C(Oc2ccc(F)cc2)c2ccccc21	-1.8	-3.5	1.0	1.3	0.2	-0.9	-1.4	8.9	-13.0	0.1
O=C(O)c1ccccc1C(=O)OCCCc1ccncc1	6.4	nt	-8.8	nt	-0.3	2.0	-0.3	2.9	nt	-2.5
COc1cccc(NC(=O)CSc2nnc(Cn3cnc([N+](=O)[O-])n3)n2C)c1	-6.5	-2.5	2.2	-1.3	-3.2	2.4	nt	5.2	-19.6	4.5
CNc1ncc(C(=O)c2ccc(Cl)cc2)s1	-124.2	-0.1	38.6	1.9	14.4	-1.6	1.2	4.2	-139.0	0.1
CC(N=c1ccccn1C(=O)Nc1ccc(F)cc1)c1ccco1 (stereo unspecified)	-0.2	-3.5	-2.7	-5.8	0.5	-2.5	1.9	1.9	-2.1	-4.8
CN(Cc1ccccc1Cl)C(=O)C1CCC(=O)N(C2CCCCCC2)C1 (stereo unspecified)	12.3	5.0	-16.7	4.6	-7.6	1.5	nt	-5.2	-4.3	1.8
CC(C)(C)c1ccc(/C=C/C(=O)Nc2cccnc2)cc1	-231.6	-0.2	38.8	-3.8	22.2	-0.2	-2.6	10.1	-85.7	-3.7
O=C(Nc1ccc(N2CCN(C(=O)c3ccco3)CC2)cc1)c1ccc2c(c1)OCO2	29.6	6.5	-7.9	-0.2	-5.6	0.0	0.3	2.7	0.3	3.4
CCOC(=O)C1CCN(S(=O)(=O)c2cn(C)cn2)CC1	-16.9	-5.9	23.5	-4.0	9.9	-1.9	-0.7	nt	-14.3	15.0
CC(Cc1ccccc1)(NC(=O)CN)c1ccccc1 (stereo unspecified)	-23.8	9.2	0.4	3.8	-5.4	0.0	3.4	nt	4.1	4.3
CCN(CC)C(=O)CNC(=S)N(CCCN1CCOCC1)Cc1cccs1	-25.6	4.3	-12.4	-4.3	-10.2	1.5	nt	-4.7	11.2	-33.8
O=S(=O)(c1ccccc1)N1CCN(CC(O)COc2ccc3c(c2)CCC3)CC1 (stereo unspecified)	-1.6	0.8	nt	-0.8	nt	2.6	-0.1	-1.4	-41.4	1.9
CCC(=O)N1CCN(c2ccc(Cl)cc2NC(=O)c2cccc([N+](=O)[O-])c2)CC1	-35.0	-0.7	12.9	0.9	1.7	-1.1	1.6	-4.3	-13.7	6.2
N=c1c(C(=O)NCCN2CCOCC2)cc2c(=O)n3ccccc3nc2n1CCCN1CCOCC1	-2.9	4.2	20.1	-2.0	-2.3	1.9	-1.8	-4.7	-19.8	-0.8
CCCNC(=O)C1(CC2CC(c3ccccc3)=NO2)CCN(C(=O)OC(C)(C)C)CC1 (stereo unspecified)	-0.1	nt	-22.5	nt	-3.6	4.6	-1.7	-21.8	nt	-0.6
O=C(NCc1ccco1)C1CCCCC1	-6.4	-4.0	24.4	-0.5	5.3	0.1	-4.8	2.2	-11.6	2.8
CS(=O)(=O)c1cccc(C(=O)Nc2nnc(C3=COCCO3)o2)c1	-2.0	nt	13.4	nt	-6.0	4.3	-1.0	-2.2	nt	8.4
COc1cccc(C2SCC(=O)N2c2cccc(C)c2)c1OC (stereo unspecified)	-3.2	1.1	5.6	0.2	-2.1	-3.4	-2.1	-1.7	-0.8	16.3
Cc1nc2nc(NCc3cccs3)nn2c(C)c1Cl	-41.5	-2.4	5.7	3.8	1.7	-5.1	-2.3	1.9	-28.7	3.6
Cc1ccc(-n2nc3c(c2NC(=O)C(C)C)CS(=O)(=O)C3)cc1	1.8	-3.4	3.8	0.5	-0.3	0.7	0.2	-4.6	-20.9	4.0
COc1cc(NC(=S)NNC(=O)C(C)(C)O)cc(OC)c1	6.6	5.0	nt	-2.9	nt	-2.1	-3.3	2.5	0.4	1.7
CCn1cc(CN2CCC(n3nccc3NC(=O)CCOc3ccccc3)CC2)cn1	6.2	8.7	-2.5	7.3	-1.2	0.4	-0.5	-0.1	4.2	3.1
CCCC(=O)NCn1nnc(-c2ccc(Cl)cc2)n1	-7.4	1.7	-2.5	-2.0	7.5	0.0	nt	nt	-15.8	13.3

An excerpt; the hit share may differ from the screen's.
